Bioassay records as filed in PubChem.
dFosB activator = mouse delta FosB homodimer activation; P13346; purified delta FosB, TAMRA-CDK5 oligo fluorescence polarization; percent of positive-control signal above neutral wells; activation, % at 25 µM; 0.99% of 340,000 active;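 active means mean activation above about 17%, with every replicate also reaching it, limit read from the data, passing the limit was not always enough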;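 further: fluorescence polarization rise as delta FosB binds a TAMRA Cdk5 AP-1 oligo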
NSD2 inh = blocks human histone methyltransferase NSD2 | O96028 | AID 743445 | 0.54% of 310,000 active | NSD2 peptide methylation, AlphaScreen, 120 min | inhibition, % at 12.5 µM; in the data active means inhibition above about 50%
Pemphigus Ab inh = human desmoglein-3 autoantibody binding inhibition | P32926 | DSG3-coupled beads, scFv-anti-DSG3-GFP binding, flow cytometry; active compounds read low | binding (percent of control), % at 10 µM | 0.48% of 310,000 active | AID 588358;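 active means binding more than 3 SD below its plate's average and above zero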;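 further: hits lower antibody fragment binding to DSG3; some compounds called inactive have numbers as strong as hits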
CDK5 p35 inh = inhibitors of human CDK5/p35 kinase; Recombinant CDK5/p35, ADP-Glo luminescence, 60 min; inhibition, % at 10 µM; 0.01% of 330,000 active;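 active means highest replicate inhibition of at least 50% and at least 75% of replicates reaching 50%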;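 further: plate controls were DMSO neutral control for no effect and GW8510 at 10 µM for full effect; many of its hits are not listed in these tables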
Target sequence (Q00535 whole entry, looked up): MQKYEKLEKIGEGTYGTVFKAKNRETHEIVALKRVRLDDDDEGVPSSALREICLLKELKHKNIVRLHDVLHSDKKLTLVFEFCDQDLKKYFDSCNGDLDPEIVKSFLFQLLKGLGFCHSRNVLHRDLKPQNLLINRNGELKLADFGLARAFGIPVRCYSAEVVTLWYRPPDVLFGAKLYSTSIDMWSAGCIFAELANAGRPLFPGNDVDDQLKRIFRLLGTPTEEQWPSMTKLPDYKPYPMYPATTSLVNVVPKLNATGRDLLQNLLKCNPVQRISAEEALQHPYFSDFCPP
Target sequence (Q15078 whole entry, looked up): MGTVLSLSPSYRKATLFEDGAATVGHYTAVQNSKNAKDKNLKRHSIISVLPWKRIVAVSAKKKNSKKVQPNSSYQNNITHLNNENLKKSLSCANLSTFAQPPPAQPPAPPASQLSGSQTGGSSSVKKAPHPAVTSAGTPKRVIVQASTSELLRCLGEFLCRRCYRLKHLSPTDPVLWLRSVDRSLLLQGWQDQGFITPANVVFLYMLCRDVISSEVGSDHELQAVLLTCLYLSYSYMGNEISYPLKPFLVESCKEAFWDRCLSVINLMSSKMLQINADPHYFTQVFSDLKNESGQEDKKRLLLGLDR
MITF TRPM1 HTS = activators of MITF-driven TRPM1 promoter activity in SK-MEL-5 cells. 0.75% of 300,000 active. SK-MEL-5 TRPM1-promoter luciferase, 24 h; % of positive control, neutral wells = 0. activation, % at 12.5 µM. AID 588334;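 active means mean activation of at least 80% with every replicate also reaching 80%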;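 further: 0% = neutral control wells and 100% = parthenolide positive control wells; values of inactives mirror those of a sister screen read the other way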
Arr AP2 block = inhibitors of human beta-arrestin and AP2 interaction. FITC-arrestin peptide / GST-AP2 beads, flow cytometry; AP2 beta2 appendage carries R879A mutation. inhibition, % at 10 µM. 0.31% of 340,000 active. AID 504490;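 active means inhibition above a set limit, near 3 SD of compounds lacking own fluorescence, cut at about 54% in these data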;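 further: plate controls were DMSO wells for no effect and 5 µM unlabelled arrestin peptide for full effect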
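Material – GST-tagged AP2 beta2-adaptin appendage (R879A) on 4 µm glutathione beads · Probe or stimulus – fluorescein-tagged arrestin peptide at 50 nM final · Timing – 12 min plus 1 h, RT · Detection – bead flow cytometry, FITC channel · Read-out basis – inhibition as reduced fluorescein signal on beads, percent · Medium – PBS plus Tween 20 (0.05%) and BSA (0.1%)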
SR-BI HDL uptake = blocks mouse SR-BI lipid uptake from DiI-HDL. ldlA[mSR-BI] CHO cells, DiI-HDL uptake fluorescence, 3 h. 0.96% of 320,000 active. Q61009. AID 488896. inhibition, % at 12.5 µM;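 active means mean replicate inhibition of at least 70% and a set share of replicates each scoring 70 or more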;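 further: 0% = median of neutral control wells and 100% = median of positive control wells; values of inactives mirror those of a sister screen read the other way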
SR-BI uptake up = SR-BI HDL lipid transfer activation. AID 504775. 0.096% of 320,000 active. activation, % at 12.5 µM. CHO ldlA[mSR-BI] cells, DiI-HDL uptake fluorescence, 3 h; 100 = double the neutral-control signal;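 active means mean replicate activation of at least 60% and every replicate at or above 60%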;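 further: 0% = median plate neutral-control signal and 100% = twice that signal; values of inactives mirror those of a sister screen read the other way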
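System: CHO ldlA[mSR-BI] cells / Medium: HEPES-buffered (25 mM, pH 7.4) F12 plus 0.5% BSA / Probe or stimulus: labelled HDL, 10 µg/mL / Doses: single compound concentration, delivered by pin transfer / Schedule: 3 h, 37 °C / Measured by: DiI fluorescence, bottom read / Measure: cell-associated DiI fluorescence as measure of HDL uptake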
PKA-R2B activ = activates the human PKA-R2B holoenzyme complex; AID 504700; P22694+P31323; activation, % at 11.4 µM; PKA-R2B holoenzyme dissociation, Cy5-IP20 fluorescence polarization; R2B truncated from residue 108, S112A mutant; 0% DMSO only, 100% 113 µM cGMP; 0.079% of 340,000 active;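 active means activation above a cutoff set at the mean over all compounds plus 3 SD, cut at about 18% in these data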;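 further: higher means more holoenzyme dissociation and a rise in polarization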
Target sequence (P31323 whole entry, looked up, other chains not shown, the tested form may be a part): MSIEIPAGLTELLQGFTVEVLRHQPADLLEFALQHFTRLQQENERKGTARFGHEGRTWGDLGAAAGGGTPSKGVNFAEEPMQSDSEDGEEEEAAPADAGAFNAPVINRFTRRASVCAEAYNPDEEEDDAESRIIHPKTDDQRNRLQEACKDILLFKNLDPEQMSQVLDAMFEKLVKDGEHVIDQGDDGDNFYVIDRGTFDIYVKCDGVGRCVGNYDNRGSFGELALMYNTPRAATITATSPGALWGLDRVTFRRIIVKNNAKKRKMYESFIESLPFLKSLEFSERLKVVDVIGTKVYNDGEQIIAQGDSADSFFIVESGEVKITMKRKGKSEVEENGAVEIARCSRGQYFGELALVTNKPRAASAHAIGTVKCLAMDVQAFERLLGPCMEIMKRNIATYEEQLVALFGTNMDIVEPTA
SUMO Mot1 rescue = blocks SUMOylation pathway, rescuing yeast Mot1-301 growth. growth rescue, % at 18.8 µM. S. cerevisiae Mot1-301 growth rescue, ATP luminescence, 38.5C; percent above DMSO median, 100 means doubled. AID 2716. 1% of 320,000 active;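 active means every valid replicate shows activation above 250% relative to neutral control wells; inactive means the rest, any valid replicate at or below 250%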;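 further: OY570 slx delta 5 strain wells were the positive control but not used for scaling; some compounds called inactive have numbers as strong as hits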
PKA-R1A activ = activates the PKA-R1A holoenzyme complex. PKA-R1A dissociation, Cy5-IP20 fluorescence polarization; scaled: DMSO 0%, 113 µM cGMP 100%. activation, % at 11.4 µM. AID 504707. 0.083% of 340,000 active;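 active means percent activation above the mean of all tested compounds plus 3 SD, cut at about 19% in these data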;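 further: higher means more PKAc released from R1A so a rise in polarization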
Active calls of the source: *; i = inactive; . = no result given. Compounds were not picked by outcome. Share with any hit: about 4.7%.

SMILES	dFosB activator	NSD2 inh	Pemphigus Ab inh	CDK5 p35 inh	MITF TRPM1 HTS	Arr AP2 block	SR-BI HDL uptake	SR-BI uptake up	PKA-R2B activ	SUMO Mot1 rescue	PKA-R1A activ
Cc1cc(S(=O)(=O)n2[nH]c(=O)c(CCO)c2C)c(Cl)cc1Cl	-6.0	.	.	-0.5	1.2	1.0	-10.1	10.1	-5.8	-28.6	-13.6
COc1cc(NC(=O)c2ccccc2[N+](=O)[O-])ccc1NC(=O)C(C)C	-8.2	0.2	123.9	-3.4	4.6	8.6	-17.4	17.4	-3.8	79.8	12.9
CSCCC(NC(=O)c1cccc(C)c1)C(=O)OCN1C(=O)c2ccccc2C1=O (configuration not stated)	-7.3	0.4	96.3	1.0	-2.5	22.3	2.3	-2.3	-5.1	-11.0	-4.5
O=C(CSc1ncnc2sc(-c3ccccc3)cc12)NC1CCS(=O)(=O)C1 (configuration not stated)	-11.1	0.0	83.4	-0.1	-10.5	-12.8	27.8	-27.8	-1.9	5.4	-8.4
Clc1ccccc1CNc1ncnc2nc[nH]c12	-3.5	.	99.1	2.2	6.4	-12.9	-7.3	7.3	9.7	5.8	-10.1
CCc1ccc(-n2c(C)cc(/C=N/NC(=O)OC)c2C)cc1	-10.2	0.5	107.1	-6.9	13.9	-3.0	25.6	-25.6	-16.8	5.8	5.7
CCOc1ccc(C(=O)CCC(=O)Nc2ccc(C)cn2)cc1	-9.1	-1.0	.	-1.1	6.9	-8.2	11.4	-11.4	-12.2	0.4	-6.2
Cc1cccc(NC(=O)C(C)Sc2nc3ccccc3c(=O)n2CCCN2CCOCC2)c1 (configuration not stated)	-11.7	-1.1	.	-0.7	7.6	-10.1	13.4	-13.4	-12.1	-4.1	-2.7
O=C(CCN1C(=O)/C(=C/c2ccccc2Cl)SC1=S)NC1C=CS(=O)(=O)C1 (configuration not stated)	27.7*	-3.0	90.1	0.1	-29.6	5.4	27.1	-27.1	-1.8	4.8	-12.4
Cc1noc2ncnc(Sc3ccc(Cl)cc3)c12	-0.5	-0.1	107.8	1.3	-3.6	6.8	7.1	-7.1	0.4	323.5*	8.9
O=C(CSc1ncccn1)NN=C1CCCCCCC1	5.6	3.1	101.3	-0.2	3.4	5.3	-27.3	27.3	-0.8	12.4	3.4
CCCCCCCn1c(=O)c(C(=O)OC)c(N)c2ccccc21	-23.1	-3.8	101.7	0.2	.	3.2	-16.0	16.0	-12.3	160.0	-12.6

The results go on:
SMILES	dFosB activator	NSD2 inh	Pemphigus Ab inh	CDK5 p35 inh	MITF TRPM1 HTS	Arr AP2 block	SR-BI HDL uptake	SR-BI uptake up	PKA-R2B activ	SUMO Mot1 rescue	PKA-R1A activ
COc1cccc(-c2noc(-c3ccc4c(c3)OCO4)n2)c1	1.7	-5.3	107.8	1.4	27.8	-18.0	4.2	-4.2	-7.5	4.4	-5.5
COC(=O)C1=C(C)N(Cc2ccco2)C(=O)C1	-20.0	9.1	93.3	4.3	-5.1	9.3	-10.7	10.7	-11.0	-4.4	8.8
S=C(NCc1ccco1)N1CCN(c2nc(-c3ccc(Cl)cc3)cs2)CC1	-2.5	-4.4	114.2	0.7	-8.3	-3.5	33.2	-33.2	-12.4	-15.4	-0.2
CCSC1=C(C#N)C(c2ccc(C)s2)CC(=O)N1 (configuration not stated)	-5.1	.	119.2	1.4	6.2	-11.6	9.7	-9.7	1.7	39.2	-15.9
Cn1cccc1CC(=O)NNC(=S)Nc1ccc(Cl)cc1	-4.0	1.7	91.1	0.6	-10.2	8.3	14.3	-14.3	-13.4	-18.1	-18.3
COc1ccc(N(Cc2cc3cc(C)ccc3[nH]c2=O)C(C)=O)cc1	-3.9	0.1	110.6	0.4	.	-13.6	-0.3	0.3	-13.7	-13.0	2.9
Cc1ccc(C(C(=O)NC2CCCC2)N(Cc2ccc(F)cc2)C(=O)c2csnn2)o1 (configuration not stated)	-2.4	0.2	99.5	-0.3	8.8	16.0	-12.6	12.6	3.0	2.5	-8.7
CN(C)/C=C(\c1cnc(Cl)s1)S(=O)(=O)c1ccccc1	1.2	-0.3	101.3	-0.5	-1.8	-0.6	-20.0	20.0	-4.7	-16.8	1.5
O=C(Cc1ccccc1Cl)N1CCN(c2ccccn2)CC1	1.8	-0.8	120.1	0.1	-2.3	-9.4	-4.1	4.1	-13.7	-17.1	2.5
CCC(CC)=NNc1ccc(S(N)(=O)=O)cc1[N+](=O)[O-]	-1.2	-2.2	93.4	-1.1	-5.0	-0.9	-25.0	25.0	2.8	-14.4	-19.7
Cc1ccc2c(c1)c1c(n2CC(O)Cn2nc(C)c(Br)c2C)C(=O)CCC1 (configuration not stated)	-2.8	0.7	105.4	5.4	8.7	5.0	-23.2	23.2	-1.9	314.1	14.5
CCOc1ccc(-c2cc(C(=O)NCCCN3CCOCC3)c3ccccc3n2)cc1	-15.8	-1.5	102.6	-0.7	23.9	-0.7	32.8	-32.8	-8.3	-21.2	1.7

Next entries
SMILES	dFosB activator	NSD2 inh	Pemphigus Ab inh	CDK5 p35 inh	MITF TRPM1 HTS	Arr AP2 block	SR-BI HDL uptake	SR-BI uptake up	PKA-R2B activ	SUMO Mot1 rescue	PKA-R1A activ
CCn1cc(Cl)c(C(=O)Nc2c(C)nn(Cc3c(F)c(F)c(F)c(F)c3F)c2C)n1	-7.1	-3.0	104.5	-0.3	-2.1	-7.8	7.5	.	5.6	.	0.2
Cc1ccc(S(=O)(=O)N(CC(=O)Nc2ccc(F)cc2)C(=O)N2CCN(C)CC2)cc1	2.2	2.4	85.2	1.5	-6.3	-6.4	-20.1	20.1	3.5	-9.0	-7.7
Cc1cc2ccccc2n2c(SCC(=O)Nc3ccc(S(=O)(=O)N4CCC(C)CC4)cc3)nnc12	13.7	0.5	.	-0.6	-2.2	-2.3	5.0	-5.0	13.9	112.1	-4.6
CCOC(=O)N1CCN(C(=S)Nc2cc(S(=O)(=O)N3CCOCC3)ccc2Cl)CC1	-11.0	-4.7	110.2	-3.4	8.1	-10.1	-2.2	2.2	6.6	18.2	2.6
Cc1ccc(N(C(=O)Cn2nnc3ccccc32)C(C(=O)NCc2ccco2)c2cccnc2)cc1 (configuration not stated)	-11.1	-0.2	99.6	0.9	-5.7	4.4	-4.3	4.3	6.7	i	2.7
Cc1ccc(C)c(NC(=O)NC2CCCCCCC2)c1	-6.7	3.0	100.1	-1.2	-9.9	-4.4	-3.9	3.9	-0.1	0.3	-1.0
S=C(NCC1CCCO1)N1CCN(c2ccc(Cl)c(Cl)c2)CC1 (configuration not stated)	-7.2	2.2	105.5	-0.2	-2.0	0.4	24.1	-24.1	-2.7	16.0	-6.7
CCc1sc(C(=O)NCCc2ccc(S(N)(=O)=O)cc2)cc1Br	-6.9	1.4	93.6	-0.1	4.1	2.5	61.1	-61.1	0.0	-11.3	2.4
CC(CCc1ccccc1)N1CCN(Cc2ccccc2)CC1 (configuration not stated)	-2.5	4.1	98.3	-1.9	-5.7	-25.1	-4.9	4.9	9.7	18.1	-4.3
CCOC(=O)c1cnc2c(C)cccc2c1NCc1ccco1	-15.3	-2.5	115.1	-2.7	-6.6	6.5	7.7	-7.7	-10.0	21.5	-10.3
COc1cccc(-n2c(SCC(N)=O)nc3ccccc3c2=O)c1	5.3	0.2	93.5	-2.4	5.7	37.6	-6.7	6.7	5.2	-11.3	4.5
COc1cccc(NC(=O)CN(C)C(=O)CC(NC(=O)c2ccccc2Cl)c2ccccc2)c1 (configuration not stated)	-17.6	1.0	102.3	-0.9	-0.9	1.1	-15.8	15.8	-1.3	12.3	6.4

Other entries follow:
SMILES	dFosB activator	NSD2 inh	Pemphigus Ab inh	CDK5 p35 inh	MITF TRPM1 HTS	Arr AP2 block	SR-BI HDL uptake	SR-BI uptake up	PKA-R2B activ	SUMO Mot1 rescue	PKA-R1A activ
O=C(COC(=O)c1ccc(F)c(S(=O)(=O)N2CCOCC2)c1)c1ccc(Cl)cc1	-0.6	-0.1	99.9	0.0	5.4	-9.0	24.6	-24.6	-5.5	1.1	5.2
Cc1ccc(S(=O)(=O)N2CCOC23CCN(S(=O)(=O)c2c(C)cc(C)cc2C)CC3)cc1	-8.9	1.1	107.6	-1.6	7.6	1.3	33.7	-33.7	-8.2	1.1	0.4
O=C(Cn1nnc2ccccc21)N/N=C\C=C\c1ccccc1	-12.8	-0.3	.	-0.3	.	18.1	6.0	-6.0	9.4	-4.0	-10.8
CCCCN1C(=O)C(O)=C(C(C)=O)C1c1ccc(OC)cc1OC (configuration not stated)	-2.9	-6.3	.	-2.7	-0.5	17.8	-19.0	19.0	9.0	83.1	-3.7
CC(=O)Nc1ccc(S(=O)(=O)Nc2ccc(S(=O)(=O)Nc3nccs3)cc2)cc1	-4.0	3.4	108.8	-8.2	2.1	-3.5	.	.	-3.3	-4.1	-1.8
O=C(c1cccc(S(=O)(=O)NCc2ccccc2)c1)N1CCN(Cc2ccccc2)CC1	-7.3	1.3	.	2.1	.	-2.7	52.7	-52.7	0.1	8.5	-3.3
CCn1nnc(NC(=O)c2c(OC)cccc2OC)n1	-1.4	-1.1	102.4	-0.1	.	20.3	-3.3	3.3	-6.5	-21.9	-1.1
O=C(O)c1cccc(CN2C(=O)c3ccccc3C2=O)c1	0.0	-0.3	109.9	1.5	-9.1	6.9	-25.4	25.4	-1.4	-1.8	-3.2
CCCCn1c(N)c(N(CCOC)C(=O)c2cc3c(s2)CCC(C)C3)c(=O)[nH]c1=O (configuration not stated)	-8.2	2.4	100.2	1.2	-5.9	-1.7	-16.1	16.1	-1.9	11.3	2.2
CCOC(=O)/C=C1\SC(C)C(=O)N1CC(=O)N(CCC#N)c1ccccc1 (configuration not stated)	-8.7	-1.9	94.8	-2.1	4.5	3.6	-20.5	20.5	-7.9	6.7	-12.5
C[C@H](N)c1nnc(SCC(=O)N(C)C)o1	2.3	-3.1	100.5	1.7	3.6	-2.6	-18.6	18.6	3.2	139.7	11.9
Cc1cccc([C@@H]2[C@@H]3C(=O)N(Cc4ccccc4)C(=O)[C@@H]3[C@]3(Cc4ccccc4)C(=O)N(c4cccc(F)c4)C(=O)N23)c1	-2.7	.	103.3	0.0	-8.1	5.4	-21.4	21.4	-14.3	-4.5	6.2
